# Bioassay records: PubChem, several laboratories
# eLon inh: E. coli protease La inhibition; P0A9M0; purified E. coli Lon protease, fluorescence polarization; inhibition, % at 7.94 µM; 0.42% of 360,000 active; in the data active means inhibition above about 13%, passing the limit was not always enough;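 further: 0% = enzyme with probe and DMSO and 100% = no enzyme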
# CendR NRP1 mod: alters CendR peptide binding to human NRP-1. O14786. 0.85% of 360,000 active. FAM-RPARPAR peptide binding to NRP-1, fluorescence polarization. AID 602438. inhibition, % at 25 µM;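 active means inhibition or corrected inhibition above about 18%, plus a signal ratio from 0.5 to 1.5, limit read from the data, passing the limit was not always enough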; further: strong numbers were not always called active
# LMPTP inh: LMPTP (human) inhibition; 0.22% of 360,000 active; recombinant LMPTP-A, OMFP fluorogenic substrate, fluorescence intensity; AID 651560; P24666; inhibition, % at 20 µM;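 active means compounds that cut the enzyme signal by at least half of the control window in the single-dose screen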;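 further: plate controls were DMSO wells with enzyme plus substrate for no effect and substrate without enzyme for full effect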
# Target sequence (P24666 whole entry, looked up): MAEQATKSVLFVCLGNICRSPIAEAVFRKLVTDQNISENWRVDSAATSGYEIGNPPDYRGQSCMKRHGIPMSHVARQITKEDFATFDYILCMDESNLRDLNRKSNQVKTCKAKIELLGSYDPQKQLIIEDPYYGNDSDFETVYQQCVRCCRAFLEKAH
#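 Test system: LMPTP-A phosphatase enzyme. Amount: LMPTP-A at 0.625 nM final in the reaction. Reagent: OMFP substrate, 400 µM final. Times: 50 min at room temperature. Signal: endpoint fluorescence intensity from OMFP dephosphorylation. Read-out basis: % inhibition. Benchmarks: no-enzyme and uninhibited controls.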
# MsrA inhibitor: bovine MsrA inhibition; 0.75% of 360,000 active; inhibition, % at 15.5 µM; purified bovine MsrA, absorbance read-out; in the data active means inhibition above about 4.5%;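 further: 0% = vehicle wells with enzyme and 100% = reference inhibitor wells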
# SUMO1 PPI mod: SUMO1-SIM interaction modulation | 0.33% of 360,000 active | P63165 | SUMO1 binding to a labelled peptide, TR-FRET, 1 h | inhibition, % at 20 µM | AID 602429; in the data active means inhibition above about 37%
# Target sequence (P63165 whole entry, looked up): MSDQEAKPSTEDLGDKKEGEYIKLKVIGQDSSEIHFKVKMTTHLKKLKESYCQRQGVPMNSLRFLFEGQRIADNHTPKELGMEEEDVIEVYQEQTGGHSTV
# DNMT1 block: DNMT1 (human) enzyme inhibition; P26358; DNMT1 molecular beacon, Hinp1I cleavage, fluorescence; inhibition (reported as % activation of signal), % at 10 µM; 0.83% of 360,000 active; in the data active means inhibition above about 50%
# Scp-1 inhibitor: Scp-1 (human) phosphatase inhibition. Q9GZU7. 0.88% of 340,000 active. Recombinant Scp1, phosphopeptide, malachite green phosphate absorbance. inhibition, % at 20 µM;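 active means inhibition above about 50% at 20 µM, limit read from the data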;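 further: plate controls were DMSO wells with enzyme for no effect and wells lacking enzyme for full effect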
# Target sequence (Q9GZU7 76-261 limits assumed): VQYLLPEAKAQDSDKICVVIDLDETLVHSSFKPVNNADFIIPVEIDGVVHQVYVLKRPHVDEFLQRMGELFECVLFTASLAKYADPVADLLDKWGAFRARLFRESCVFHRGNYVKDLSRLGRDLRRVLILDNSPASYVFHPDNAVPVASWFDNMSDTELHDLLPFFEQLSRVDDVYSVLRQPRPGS
#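 Test system: SCP-1 catalytic domain; Buffer or medium: Acidic Tris acetate buffer with magnesium and detergent; Also added: Phosphorylated 17-residue peptide substrate; Compound: single 20 µM dose, 1% DMSO; Schedule: enzyme reaction 45 min at room temperature, colour 5 min, stabilisation 30 min; Signal: Phosphate-binding colour reagent, absorbance read at 630 nm.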
# STEP inh: STEP (human) phosphatase inhibition. P54829. recombinant STEP, OMFP fluorogenic substrate, fluorescence. inhibition, % at 20 µM. 0.25% of 360,000 active;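 active means inhibition at 20 µM, scaled per plate between control wells, above about 37%, limit read from the data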;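 further: 0% = DMSO with enzyme and substrate and 100% = substrate only without enzyme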
# Target sequence (P54829 whole entry, looked up): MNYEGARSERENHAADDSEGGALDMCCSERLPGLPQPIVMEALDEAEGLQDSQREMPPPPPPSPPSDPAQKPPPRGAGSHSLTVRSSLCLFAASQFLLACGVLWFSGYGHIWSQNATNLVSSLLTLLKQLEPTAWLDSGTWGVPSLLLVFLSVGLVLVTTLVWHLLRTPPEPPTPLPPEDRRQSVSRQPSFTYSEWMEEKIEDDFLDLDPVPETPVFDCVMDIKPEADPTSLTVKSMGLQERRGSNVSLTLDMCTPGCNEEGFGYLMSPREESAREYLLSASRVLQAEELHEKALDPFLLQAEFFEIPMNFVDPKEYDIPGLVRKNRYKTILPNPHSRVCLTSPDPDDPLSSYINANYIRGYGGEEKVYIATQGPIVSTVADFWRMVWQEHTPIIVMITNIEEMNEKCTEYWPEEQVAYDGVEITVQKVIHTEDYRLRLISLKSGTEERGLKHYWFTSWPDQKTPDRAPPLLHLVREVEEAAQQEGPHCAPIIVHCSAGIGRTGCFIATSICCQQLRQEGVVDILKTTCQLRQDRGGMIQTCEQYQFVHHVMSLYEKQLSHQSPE
#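 Material: STEP (striatal-enriched tyrosine phosphatase) enzyme, cell-free; Compound dosing: 20 µM single dose in 1% DMSO; Technique: fluorescence read at 480 nm ex / 540 nm em; Times: reaction 20 min, ambient temperature; Medium: 50 mM Bis-Tris pH 6.0 with 2.5 mM DTT and 0.005% Tween 20; Also added: OMFP at 25 µM.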
# TbMetRS inhib: blocks T. brucei methionyl-tRNA synthetase activity | purified T. brucei MetRS, ATP depletion, Kinase-Glo luminescence | inhibition, % at 11.9 µM | 0.4% of 360,000 active | AID 624268;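 active means inhibition above a per-plate cutoff of the control wells' mean inhibition plus 3 SD, cut at about 5.5% in these data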;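 further: 0% = DMSO wells median and 100% = median of wells with control inhibitor compound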
#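 Assay system: T. brucei methionyl-tRNA synthetase, purified | Medium: HEPES buffer with MgCl2, KCl, DTT, spermine, BSA, pyrophosphatase | Compound: 11.9 µM single point | Incubation: 15 min enzyme-compound preincubation, 2 h reaction, 10 min detection, 25 °C | Measured by: Kinase-Glo luciferase luminescence reporting remaining unconsumed ATP | Measure: % inhibition normalized to control-well medians | Replication: Singlicate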
# MsrA act: activates bovine MsrA enzyme; activation, % at 10.6 µM; 0.3% of 360,000 active; purified bovine MsrA, absorbance read-out; AID 602163; in the data active means activation above about 7.5%;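 further: 0% = vehicle and 100% = reference activator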
# * marks the source's active call; other numbers are inactive results; . = not tested or not shown.
no.	Structure	eLon inh	CendR NRP1 mod	LMPTP inh	MsrA inhibitor	SUMO1 PPI mod	DNMT1 block	Scp-1 inhibitor	STEP inh	TbMetRS inhib	MsrA act
1	CCN1C(=O)/C(=C\c2ccncc2)SC1=S	-2	-18	2.1	2.7	-27	1	9	-1	1.2	-2
2	CC(C)(C)C(=O)Nc1c2c(nc3c1CCC3)CCCC2	7	-2	1.0	0.6	-1	-7	-3	-3	-1.4	-7
3	O=C1c2ccccc2C(=O)N1CCCCSc1nnc2c(Cl)cc(Cl)cn12	-2	-13	-2.5	0.2	-12	2	-13	2	-0.5	-10
4	O=C(Cn1cnc(S(=O)(=O)N2CCCC2)c1)Nc1ccccc1	-2	-4	-1.1	1.0	4	2	-2	0	0.1	-5
5	COc1ccccc1C(=O)Nc1ccc(Oc2ncnc3sc(-c4ccccc4)cc23)cc1	-6	-6	2.0	-0.6	-4	-4	-3	1	-0.8	-7
6	COc1ccc(Cl)cc1NC(=O)CCN1C(=O)C2C3C=CC(C4CC34)C2C1=O (stereo unspecified)	-8	4	0.6	-0.5	3	0	-24	0	-0.1	-3
7	CN(C)S(=O)(=O)c1cccc(C(=O)NC2CCCc3ccccc32)c1 (stereo unspecified)	11	0	-0.1	2.4	-5	2	9	-3	-0.5	-2
8	C=C(CN(C)C)C(=O)c1cc(C)ccc1C	2	0	-1.2	0.5	6	5	0	3	0.3	-5
9	CCOC(=O)c1c(C)cc(O)cc1O	-6	-2	-1.2	0.0	5	-2	-1	-3	-0.4	-1
10	CN(NS(=O)(=O)c1ccc(Br)cc1)c1nc(C(F)(F)F)nc2ccccc12	-2	-19	0.7	0.4	3	2	-4	-1	0.2	-2
11	CCOC(=O)CC(=O)Nc1ccc(Br)cc1C(=O)O	-3	2	-2.5	-1.2	-2	2	3	-6	-0.3	-2
12	Cc1ccc(NC(=O)NNC(=O)c2cc3ccccc3cc2O)c(C)c1	5	2	-1.6	-0.5	-4	1	-8	2	0.3	-3
13	COC(=O)c1ccc(OC)c(Cn2c(=O)n(C)c(=O)c3sccc32)c1	0	1	-0.4	.	6	-2	-7	3	-0.3	-2
14	Cc1cc(C)c(S(=O)(=O)N2CCN(C(=O)CC(C)n3nc(C)nc3C)CC2)c(C)c1 (stereo unspecified)	0	-3	0.0	2.1	7	-1	.	-2	0.3	-2
15	COC(=O)c1cc(S(=O)(=O)NCc2cccs2)c[nH]1	7	4	0.0	1.9	0	2	-2	-1	-0.2	1
16	CSCCC(Nc1ccc(S(=O)(=O)N2CCOCC2)cc1[N+](=O)[O-])C(=O)OCC(=O)NCC(C)C (stereo unspecified)	-14	6	0.6	-0.1	-18	9	-4	2	-0.4	4
17	COCCN(C(=O)CSc1nnc(-c2ccc(C)cc2)n1N)c1c(N)n(Cc2ccccc2)c(=O)[nH]c1=O	-2	-10	-1.3	-1.3	9	0	19	-1	-1.3	-10
18	Cc1ccc2c(c1)C(C)CC(C)(C)N2C(=O)NC1CCCCC1 (stereo unspecified)	6	10	-1.7	0.2	-1	3	-6	-1	-1.5	-11
19	Cc1cc(N2C(=O)C(=O)/C(=C(/O)c3ccc(F)cc3)C2c2ccc(F)cc2)no1 (stereo unspecified)	-3	1	-2.0	1.9	-15	4	0	2	-0.7	-14
20	Cc1ccc(S(=O)(=O)NC2=NCN(C3CCCCC3)CN2)cc1	-4	16	-0.8	0.2	-1	-1	-2	3	-1.6	0
21	CC(C)(C)NC(=O)C(c1ccc(C#N)cc1)n1c(=O)c(-c2ccccc2)nc2ccccc21 (stereo unspecified)	.	-3	-1.0	2.4	-15	.	.	.	-1.6	.
22	C/C(=N\NC(=O)C(N)=O)c1ccc(OC(F)F)cc1	3	3	-0.6	-1.7	-1	-1	-3	1	-0.5	-4
23	Cc1ccc(NC(=O)CN(C)C(=O)CSc2nc3ccccc3c(=O)n2Cc2ccco2)cc1	4	-2	0.0	-0.5	3	-6	-14	-4	-0.1	-8
24	CCOc1ccc(C2OC(=O)Cc3cc(OC)c(OC)cc32)cc1 (stereo unspecified)	-14	2	-1.1	-0.9	-2	4	-3	0	-0.1	0
25	O=C(CSc1nnc(NC(=O)c2ccccc2F)s1)NCc1ccco1	0	18	-1.3	0.8	5	7	1	-1	-0.5	-5
26	COc1ccc(CCN2C(=O)C(O)=C(C(C)=O)C2c2ccccc2OC)cc1OC (stereo unspecified)	5	0	-0.7	4.2	-9	-1	-1	4	-0.1	-7
27	COc1ccc(OCCN(C)Cc2c(O)ccc3ccccc23)cc1	5	4	-0.2	0.0	-16	-7	1	3	-0.7	-2
28	COc1ccc(OCCc2nnc(N)s2)cc1	-1	-10	-0.3	3.0	6	2	3	-1	0.1	-1
29	COc1cccc2sc3cc(NCC[C@@H]4CCCN4C)ccc3c(=O)c12	-2	-5	17	1.8	28	7	-2	0	-0.2	-1
30	COCCCN(C(=O)Cc1ccc(S(=O)(=O)N2CCOCC2)s1)c1c(N)n(Cc2ccccc2)c(=O)[nH]c1=O	-14	-4	-1.9	0.3	-2	0	-3	3	0.1	-5

# A few values from the entries so far:
# no. 25 @ MsrA act = -5
# no. 27 @ MsrA act = -2
# no. 18 @ CendR NRP1 mod = 10

# Molecules shown so far with bromine, in the order listed:
no.	Structure	eLon inh	CendR NRP1 mod	LMPTP inh	MsrA inhibitor	SUMO1 PPI mod	DNMT1 block	Scp-1 inhibitor	STEP inh	TbMetRS inhib	MsrA act
10	CN(NS(=O)(=O)c1ccc(Br)cc1)c1nc(C(F)(F)F)nc2ccccc12	-2	-19	0.7	0.4	3	2	-4	-1	0.2	-2
11	CCOC(=O)CC(=O)Nc1ccc(Br)cc1C(=O)O	-3	2	-2.5	-1.2	-2	2	3	-6	-0.3	-2

# Next section.
no.	Structure	eLon inh	CendR NRP1 mod	LMPTP inh	MsrA inhibitor	SUMO1 PPI mod	DNMT1 block	Scp-1 inhibitor	STEP inh	TbMetRS inhib	MsrA act
31	Cc1cc(C)c(C)c(S(=O)(=O)N2CCN(C(=O)c3cc(=O)[nH]c4ccccc34)CC2)c1C	8	3	-1.2	0.4	3	-5	-1	2	-0.5	1
32	O=C(N[C@@H](c1ccccc1)[C@@H]1C[C@H]1C(=O)O)OCc1ccccc1	2	10	-1.3	-1.1	4	2	-6	2	0.0	-3
33	COP1(=O)C[C@@H](O)[C@@H](O)[C@@H](COCc2ccccc2)O1 (stereo partly specified)	-1	9	-0.5	0.2	-5	2	-6	-2	-0.3	1
34	COc1ccc(CC(=O)N/N=C(\C)c2cccnc2)cc1OC	2	6	0.3	0.9	-2	0	-2	0	-0.4	-7
35	CN(CC(=O)NCc1ccccn1)S(=O)(=O)c1ccc(F)cc1	2	1	-2.0	-1.4	-2	-1	2	-4	-0.1	-1
36	CN(C)c1ccc(NS(=O)(=O)c2ccc(-c3csnn3)cc2)cc1	2	4	0.6	0.9	2	-1	15	2	0.1	-6
37	Fc1cc(F)c(F)c(SCn2cc(Br)cn2)c1F	-10	0	-0.2	1.2	-5	1	-3	0	-0.4	0
38	CCC(=O)Nc1nc2c(s1)COc1ccccc1-2	-2	5	-1.0	1.3	-5	1	-8	0	-0.2	-5
39	COc1ccc(NC(=O)CN(C)S(=O)(=O)c2ccc3c(c2)CCCN3C(C)=O)cc1	1	5	-0.2	-0.3	0	2	-8	0	-0.2	-2
40	O=C(N/C(=C/c1ccc(F)cc1)C(=O)N1CCOCC1)c1ccccc1	1	6	0.9	1.5	0	0	-7	-2	-0.4	-12
41	COc1cc(C(=O)OCC(=O)c2ccc(S(=O)(=O)N3CCCCC3)cc2)cc(OC)c1OC	0	0	0.9	0.3	2	-13	-13	0	-0.1	-2
42	CN1/C(=C\P(=O)(N(C)C)N(C)C)C(C)(C)c2ccccc21	5	-70	-0.2	-0.4	-9	3	-11	-2	-1.8	-12
43	CC(=O)N1C(=O)NC(c2ccccc2)=C([N+](=O)[O-])C1c1ccccc1 (stereo unspecified)	1	-12	0.8	1.3	-16	2	1	1	-0.6	-3
44	O=c1[nH]n(-c2ccccc2)c(=O)cc1Cl	-2	15	-1.1	0.5	2	4	-15	-1	-0.3	0
45	COc1ccc(OC)c(CCNC(=O)CCn2nc(C)c3c(C)n(-c4ccccc4)nc3c2=O)c1	-6	-5	-1.8	-0.6	3	0	17	-1	-0.1	1
46	O=C(NCc1ccccc1)c1cnc(-c2ccccn2)nc1C(F)(F)F	-6	13	-1.0	-0.3	-9	2	-4	-1	0.0	-1
47	O=C(O)c1ccccc1SCc1ccc2c(c1)OCO2	4	10	-0.8	1.6	1	1	-5	1	0.4	-2
48	COCc1cc(Sc2ccc(Cl)cc2)nc(-c2ccccc2)n1	4	-17	4.1	0.0	4	-4	-9	2	-0.7	-3
49	CN(C)c1ccc(C(=O)N/N=C/c2cc(Br)cc(Br)c2O)cc1	3	-5	2.6	1.0	6	23	0	0	-0.5	-3
50	COC(=O)C1=CN(c2ccc(N3CCOCC3)cc2)C(N)=C(C#N)C1c1cccc(OC)c1OC (stereo unspecified)	.	-14	0.1	0.7	-20	.	.	.	-0.9	.
51	CC(=O)N1c2ccc(S(=O)(=O)NCC3CCC(C(=O)NC4CCCCC4)CC3)cc2CC1C (stereo unspecified)	-8	0	1.1	1.6	-3	-1	-7	-2	0.2	-4
52	O=C(Oc1ccc(C(=S)N2CCOCC2)cc1)c1cccc(Cl)c1	-5	-6	0.4	0.6	4	0	-12	2	-1.0	-3
53	CCOC(=O)Cc1csc(NC(=O)Nc2ccc(OC(F)(F)F)cc2)n1	5	-1	2.2	1.0	1	5	-5	-1	-0.5	-2
54	CN(C)CCCNCCCCNC(=O)/C=N/O	-5	-2	-13	0.3	-2	-8	-12	-2	0.4	-1
55	CC(C)CNC(=O)CN(c1ccccc1)S(=O)(=O)c1ccccc1[N+](=O)[O-]	-8	0	-0.1	-0.6	-4	2	-10	0	-0.3	-1
56	COCCNC(=O)C1Cc2cc(S(=O)(=O)N3CCCC3)ccc2N1C(C)=O (stereo unspecified)	10	24*	-1.2	1.9	-3	0	2	0	-0.1	-1
57	Cc1ccccc1-n1ncc2c1CC(C)(C)CC2NC(=O)CCC1=NNC(=O)CC1 (stereo unspecified)	-4	2	-0.4	0.5	1	1	-3	-2	-0.7	-1
58	c1ccc(Nc2ccc(-n3ccnc3)nn2)cc1	-9	-11	-0.2	-0.8	-3	-6	-2	-3	-0.1	-4
59	CCCn1nnnc1SCC(=O)c1ccc(NC(C)=O)cc1	-7	-3	-1.5	-0.9	4	-2	-6	3	-0.3	-3
60	COc1ccc(N2C(=O)C3CCCN3C2c2ccc(C)o2)cc1Cl (stereo unspecified)	-4	-15	-0.8	-0.3	1	-2	-2	0	0.0	-1
61	C=CCN1C=C(C(C)=O)C(=O)CC1	11	-179	-1.8	0.4	3	5	-8	3	-1.5	1
